High-throughput results as filed in PubChem.
Tau ThT inhib = inhibitors of human tau fibril formation, thioflavin T binding | recombinant tau K18 P301L, heparin-induced fibrillization, ThT fluorescence | Potency, µM (series often up to 57.4 µM), for the others: top-dose activity, negative = inhibition, usual class: inhibitors | actives 2.1% (n = 270,000); note: % is set by controls: 0 for no effect and ±100 for the full control effect; nearly all actives have a fitted effect of over 55% in size
Target sequence (P10636 561-689 P618L limits assumed): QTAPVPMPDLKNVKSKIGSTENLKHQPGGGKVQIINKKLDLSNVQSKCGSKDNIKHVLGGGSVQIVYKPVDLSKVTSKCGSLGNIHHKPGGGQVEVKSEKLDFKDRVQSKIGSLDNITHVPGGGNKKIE
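ThT emission at 510 nm, taken 1 hr after adding 30 uM dye, quantifies aggregates formed when 20 uM heparin acts on human tau K18 P301L for 6 hr at 37 C.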
Tau FP inhib = tau fibrillization inhibition (FP); K18 P301L tau heparin fibrillization, Alexa594 FP, 6 h; Potency, µM (doses to about 57.7 µM), inactives show top-dose activity, negative = inhibition, most hits filed as inhibitors; actives 0.39% (n = 280,000); AID 1468; note: % is set by controls: 0 for no effect and ±100 for the full control effect; nearly all actives have a fitted effect of over 55% in size
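Human tau K18 […] P301L fragment, 15 uM unlabeled plus 0.24 uM Alexa 594-labeled tau (final), with compound and 20 uM heparin in 100 mM sodium acetate pH 7; 6 hr at 37 C, then Alexa 594 FP read.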
RECQ1 helicase = RECQ1 (human) helicase inhibition; P46063; RECQ1 DNA unwinding, red fluorescence kinetic read; Potency, µM (doses to about 57.3 µM), for the others: at the top dose activity, negative = inhibition, hits mostly inhibitors; actives 0.54% (n = 240,000); AID 2549;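 note: plate controls were vehicle for no effect and no enzyme for full effect; nearly all actives have a fitted effect of over 30% in size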
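RECQ1T1 50 nM; forked duplex (20 bp + 30-nt ss tails) 200 nM, ATP 2 mM final; pH 8.0, 2 mM MgCl2, 2.5 ug/ml poly(dI-dC); 15 min compound preincubation; discontinuous kinetic read over 2 h at RT.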
TRb-SRC2 inh = TRbeta-SRC2 interaction inhibition; AID 1469; actives 0.065% (n = 280,000); Potency, µM (series often up to 106 µM), without a hit: top-dose activity change, negative = inhibition, actives largely listed as inhibitors; TRbeta-SRC2 peptide binding, fluorescence polarization; receptor liganded with 1 µM T3; P10828;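 note: plate controls were bound peptide for no effect and peptide without receptor for full effect; nearly all actives have a fitted effect of over 50% in size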
Target sequence (P10828 whole entry, looked up): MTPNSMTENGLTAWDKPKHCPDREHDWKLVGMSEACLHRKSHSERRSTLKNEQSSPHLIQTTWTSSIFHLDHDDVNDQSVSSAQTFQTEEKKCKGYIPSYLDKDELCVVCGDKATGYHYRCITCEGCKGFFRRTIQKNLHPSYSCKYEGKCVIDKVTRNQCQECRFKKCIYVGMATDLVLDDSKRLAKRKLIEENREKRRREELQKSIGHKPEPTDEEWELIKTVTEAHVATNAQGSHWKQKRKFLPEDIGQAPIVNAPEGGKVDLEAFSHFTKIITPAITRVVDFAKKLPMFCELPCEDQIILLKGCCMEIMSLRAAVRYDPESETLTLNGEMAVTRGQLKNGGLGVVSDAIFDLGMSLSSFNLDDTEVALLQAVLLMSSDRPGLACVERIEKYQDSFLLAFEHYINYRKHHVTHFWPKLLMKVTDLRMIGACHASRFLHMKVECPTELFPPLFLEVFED
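Binding of a 20-amino-acid Texas Red SRC2 peptide (20 nM) to TRb ligand-binding domain (0.6 uM) with agonist T3 at 1 uM was followed by fluorescence polarization after a 5 hr room-temperature incubation.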
HTT ATP protect = Huntington cell model cytoprotection by ATP luminescence; PC12 HTT-Q103 induced, cytoprotection, ATP luminescence, 40 h; actives 0.14% (n = 230,000); Potency, µM (doses to about 56.4 µM), for inactives: cytoprotection (ATP increase), actives largely listed as activators; AID 1471;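 note: % of control where 0% means no effect; nearly all actives have a fitted effect of over 45% in size; toxic huntingtin expression switched on by the ecdysone agonist tebufenozide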
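Stable PC12 Q103-GFP cells in serum-supplemented, phenol red-free DMEM; induction by tebufenozide at 100 nM final; compound dose series; cell viability quantified luminescently from ATP.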
TexasRed fluor = Texas Red fluorescence interference in TRb-SRC2 counter-screen. TRb/SRC2 Texas Red total fluorescence interference. Potency, µM (top dose mostly 106 µM), inactives show at the highest dose fluorescence change, negative = quenching. actives 0.29% (n = 280,000). AID 1479; active = well fitted curve in either direction with a large enough effect; inconclusive = small, poorly fitted or top-dose-only effect; note: % is set by controls: 0 for no effect and ±100 for the full control effect
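Flags fluorescent or light-absorbing compounds by total fluorescence, S + 2P, at 555 nm excitation and 632 nm emission. Mixture: 20 nM Texas Red SRC2 peptide, 0.6 uM human TRb LBD, 1 uM T3, 5% DMSO; compound exposure 5 h at ambient temperature.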
Tau fluor counter = counter-screen for tau fibril formation inhibitors. tau K18 P301L (four-repeat tau fragment) Alexa594 fluorescence, heparin fibrillization. Potency, µM (titrated, usually from 57.7 µM), for the others: top-dose activity change, negative = decrease. actives 0.93% (n = 280,000). AID 1463; note: % is set by controls: 0 for no effect and ±100 for the full control effect; nearly all actives have a fitted effect of over 55% in size
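Human K18 P301L tau (15 uM unlabeled plus 0.24 uM Alexa 594-labeled, final) in 100 mM sodium acetate pH 7 was mixed with compound and 20 uM heparin and incubated 6 hr at 37 C.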
L3MBTL1 inh = inhibitors of human L3MBTL1 | Q9Y468 | AlphaScreen L3MBTL1–H3K9me1 peptide binding | Potency, µM (doses to about 57.1 µM), for inactives: top-dose activity, negative = inhibition, actives largely listed as inhibitors | actives 0.66% (n = 230,000) | AID 485360; note: % is set by controls: 0 for no effect and ±100 for the full control effect; nearly all actives have a fitted effect of over 60% in size
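First, the protein-peptide complex forms for 30 min at room temperature (L3MBTL1 50 nM, biotinylated H3K9me1 peptide 75 nM). Next, compounds are pin-transferred and incubated 30 min. Finally, AlphaScreen beads are added and read after 30 min.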
An asterisk follows results filed as active; [ ] = remark or other dose. Unless noted, calls come from the whole dose curve; as a rule, active = well fitted curve in the direction sought with a large enough effect; inconclusive = small, poorly fitted or top-dose-only effect, or another doubt; inactive = no such curve, though single readings can be large; an effect the other way counts as inactive or inconclusive. Potency is the fitted concentration of half-maximal effect.

Cn1c(=O)n(C)c2cc(/C=C3/SC(=O)N(CC(=O)N4CCOCC4)C3=O)ccc21 was read as Tau ThT inhib -8%, Tau FP inhib 0%, RECQ1 helicase 4%, TRb-SRC2 inh 3%, TexasRed fluor 4%, Tau fluor counter -8% and L3MBTL1 inh 0%.
Cn1c(=O)[nH]c2nc[nH]c2c1=O was read as Tau ThT inhib 4%, Tau FP inhib 2%, RECQ1 helicase -4%, TRb-SRC2 inh -5%, TexasRed fluor -1%, Tau fluor counter 1% and L3MBTL1 inh -1%.
CCC1(C(=O)c2ccccc2)C(c2cccc([N+](=O)[O-])c2)C1(C(=O)OC)C(=O)OC (centres undefined) was read as Tau ThT inhib -1%, Tau FP inhib 0%, RECQ1 helicase -11%, TRb-SRC2 inh -2%, HTT ATP protect 2%[10 µM], TexasRed fluor -4%, Tau fluor counter -28% and L3MBTL1 inh -13%.
`Cc1cc2cc(CNC(=S)NC3CCCCC3)ccc2n1C` gave Tau ThT inhib 3%, Tau FP inhib inconclusive, RECQ1 helicase -5%, TRb-SRC2 inh -4%, HTT ATP protect 6%, TexasRed fluor -2% and Tau fluor counter inconclusive.
For COC(=O)Cc1nnc(Nc2cccc(C)c2)c2ccccc12 the results were Tau ThT inhib -11%, Tau FP inhib -5%, RECQ1 helicase -5%, TRb-SRC2 inh -3%, HTT ATP protect 0%[10 µM], TexasRed fluor -2%, Tau fluor counter -12% and L3MBTL1 inh 1%.
For O=C(CN1CCC(NC(=O)C2CCCCC2)CC1)NCc1ccco1 the results were Tau ThT inhib -2%, Tau FP inhib 1%, RECQ1 helicase 5%, TRb-SRC2 inh -7%, HTT ATP protect -44%[inhibitor], TexasRed fluor -1%, Tau fluor counter 4% and L3MBTL1 inh -2%.
Screening COC(c1ccccc1)c1nnc(CCC(=O)N(C)C(C2CC2)C2CC2)o1 (centres undefined) returned Tau ThT inhib -3%, Tau FP inhib -2%, RECQ1 helicase inactive, TRb-SRC2 inh 3%, HTT ATP protect 24%[10 µM], TexasRed fluor 0%, Tau fluor counter -1% and L3MBTL1 inh 0%.
For O=C(c1ccccc1)N1CN2CN(C(=O)c3ccccc3)CC([N+](=O)[O-])(C2)C1 the results were Tau ThT inhib 4%, Tau FP inhib 1%, RECQ1 helicase 3%, TRb-SRC2 inh -1%, HTT ATP protect 34%[1.9 µM], TexasRed fluor 7%, Tau fluor counter -3% and L3MBTL1 inh 4%.
CC(C)=NOC[C@@H](O)COCc1ccco1 was read as Tau ThT inhib -7%[11.5 µM], Tau FP inhib -5%[11.6 µM], RECQ1 helicase inactive[11.5 µM], TRb-SRC2 inh 1%[11.2 µM], HTT ATP protect -22%[10 µM], TexasRed fluor -4%[11.2 µM] and Tau fluor counter -1%[11.6 µM].
CC(=O)c1c(C)nn(CC(O)Cn2c3c(c4cc(C)ccc42)CCCC3=O)c1C (centres undefined) was read as Tau ThT inhib inconclusive, Tau FP inhib 0%, RECQ1 helicase inconclusive, TRb-SRC2 inh 3%, HTT ATP protect -13%[10 µM], TexasRed fluor 1%, Tau fluor counter -16% and L3MBTL1 inh -1%.
Cc1ccc(CNC(=O)COC(=O)C2CCN(S(=O)(=O)c3cccs3)CC2)cc1 was read as Tau ThT inhib -2%, Tau FP inhib -1%, RECQ1 helicase inactive, TRb-SRC2 inh 3%, HTT ATP protect -19%, TexasRed fluor -2%, Tau fluor counter -10% and L3MBTL1 inh -7%.
`COc1ccc(C(C(=O)NC2CCCCC2)N(C(=O)CCl)c2ccc(C)cc2)cc1` (centres undefined) gave Tau ThT inhib -9%, Tau FP inhib 1%, RECQ1 helicase -1%, TRb-SRC2 inh -6%, HTT ATP protect -9%[10 µM], TexasRed fluor 2%, Tau fluor counter 0% and L3MBTL1 inh 9%.
`O=C(COC(=O)/C=C/c1ccc(OC(F)F)cc1)NCc1cccs1` gave Tau ThT inhib 5%, Tau FP inhib 5%, RECQ1 helicase -3%, TRb-SRC2 inh -6%, HTT ATP protect -15%[10 µM], TexasRed fluor -2%, Tau fluor counter -3% and L3MBTL1 inh -18%.
For O=c1c(=NNc2ccccc2Cl)c(=O)c2ccccc12 the results were Tau ThT inhib inconclusive, Tau FP inhib 5%, RECQ1 helicase 6%, TRb-SRC2 inh 1%, HTT ATP protect -30%, TexasRed fluor -1%, Tau fluor counter -11% and L3MBTL1 inh -3%.
Screening CCN(CC)S(=O)(=O)c1cc(C(=O)O)c(Cl)cc1Cl returned Tau ThT inhib -3%, Tau FP inhib -2%, RECQ1 helicase inactive, TRb-SRC2 inh 8%, HTT ATP protect 1%, TexasRed fluor 1% and Tau fluor counter -4%.
For O=C(NCCCO)NC12CC3CC(CC(C3)C1)C2 the results were Tau ThT inhib 4%, Tau FP inhib 0%, RECQ1 helicase -4%, TRb-SRC2 inh -9%, HTT ATP protect -3%, TexasRed fluor -5% and Tau fluor counter -1%.
`CCOC(=O)c1c(NC(=O)/C(C#N)=C/c2ccc(OC)cc2)sc2c1CCC2` gave Tau ThT inhib -5%, Tau FP inhib -18%, TRb-SRC2 inh -5%, TexasRed fluor -4% and Tau fluor counter -8%.
CCOC(=O)c1c(NC(=O)c2ccc(Br)o2)sc(C)c1CC was read as Tau ThT inhib inconclusive, Tau FP inhib inconclusive, RECQ1 helicase -11%, TRb-SRC2 inh 3%, HTT ATP protect -11%, TexasRed fluor 2%, Tau fluor counter -20% and L3MBTL1 inh 38%[activator].
For Nc1c(S(=O)(=O)c2cc(Cl)ccc2Cl)c2nc3ccccc3nc2n1CCN1CCOCC1 the results were Tau ThT inhib -6%, Tau FP inhib -14%, RECQ1 helicase -2%, TRb-SRC2 inh 1%, HTT ATP protect -21%, TexasRed fluor 1% and Tau fluor counter inconclusive.
For CCOC(=O)C1=C(COC(=O)C2(C)CC2(Cl)Cl)NC(=O)NC1c1ccc(OC)cc1 (centres undefined) the results were Tau ThT inhib -8%, Tau FP inhib 6%, RECQ1 helicase -2%, TRb-SRC2 inh -7%, HTT ATP protect -8%[10 µM], TexasRed fluor -1%, Tau fluor counter -14% and L3MBTL1 inh -6%.
For COc1cccc(Oc2nc3ncn(Cc4ccccc4)c3c(=O)n2C)c1 the results were Tau ThT inhib -8%, Tau FP inhib -4%, RECQ1 helicase 4%, TRb-SRC2 inh -10%, HTT ATP protect -19%, TexasRed fluor -4%, Tau fluor counter -4% and L3MBTL1 inh 6%.
For COC(=O)c1ccc(NC(=O)c2cc(S(=O)(=O)N3CCC(C)CC3)cn2C)cc1 the results were Tau ThT inhib 8%, Tau FP inhib -8%, TRb-SRC2 inh -7%, TexasRed fluor -2% and Tau fluor counter -3%.
For COC(=O)N1CCN(S(=O)(=O)c2ccc(F)cc2)CC1 the results were Tau ThT inhib -6%, Tau FP inhib -3%, RECQ1 helicase -1%, TRb-SRC2 inh -9%, HTT ATP protect 4%[1.9 µM], TexasRed fluor 0%, Tau fluor counter -4% and L3MBTL1 inh 0%.
For COc1ccc(N2C(=O)C3CCCN3C2c2ccc(C)cc2)cc1 (centres undefined) the results were Tau ThT inhib -11%, Tau FP inhib -1%, RECQ1 helicase -10%, TRb-SRC2 inh 8%, HTT ATP protect -10%, TexasRed fluor -1%, Tau fluor counter -7% and L3MBTL1 inh 3%.
CC(=O)N1CCN2C(=O)C1CCCC(=O)c1cc(C3CCCCC3)ccc12 (centres undefined) was read as Tau ThT inhib -12%, Tau FP inhib -18%, RECQ1 helicase -11%, TRb-SRC2 inh -6%, HTT ATP protect -28%[10 µM], TexasRed fluor 1%, Tau fluor counter -15% and L3MBTL1 inh 4%.
Cc1c(CN2CCN(c3cccc(C(F)(F)F)c3)CC2)c(=O)n(-c2ccccc2)n1C was read as Tau ThT inhib -9%, Tau FP inhib 3%, RECQ1 helicase -5%, TRb-SRC2 inh -1%, HTT ATP protect -3%, TexasRed fluor -1%, Tau fluor counter 0% and L3MBTL1 inh 1%.
`O=C(COc1ccc(OCc2ccccc2)cc1)NC1CCOC1=O` (centres undefined) gave Tau ThT inhib -5%, Tau FP inhib -1%, RECQ1 helicase 0%, TRb-SRC2 inh -6%, HTT ATP protect -10%[10 µM], TexasRed fluor -6%, Tau fluor counter -3% and L3MBTL1 inh -17%.
`O=S(=O)(c1cccc(C(F)(F)F)c1)N1CCN(c2ccccc2)CC1` gave Tau ThT inhib -8%, Tau FP inhib -1%, RECQ1 helicase -5%, TRb-SRC2 inh 2%, HTT ATP protect 20%, TexasRed fluor -1% and Tau fluor counter -14%.
For CCc1ccc(-c2nc(CSCC(=O)N3CCN(c4ccccn4)CC3)c(C)o2)cc1 the results were Tau ThT inhib inconclusive, Tau FP inhib 12%, RECQ1 helicase -1%, TRb-SRC2 inh 3%, HTT ATP protect -70%[inhibitor], TexasRed fluor -3%, Tau fluor counter -2% and L3MBTL1 inh -16%.
`O=S(=O)(c1ccc(OCC2CO2)cc1)c1ccc(OCC2CO2)cc1` (centres undefined) gave Tau ThT inhib -7%, Tau FP inhib -3%, RECQ1 helicase inactive, TRb-SRC2 inh 1%, TexasRed fluor 4%, Tau fluor counter -12% and L3MBTL1 inh 17%.

Compounds above that have a nitro group on carbon:
CCC1(C(=O)c2ccccc2)C(c2cccc([N+](=O)[O-])c2)C1(C(=O)OC)C(=O)OC (centres undefined) was read as Tau ThT inhib -1%, Tau FP inhib 0%, RECQ1 helicase -11%, TRb-SRC2 inh -2%, HTT ATP protect 2%[10 µM], TexasRed fluor -4%, Tau fluor counter -28% and L3MBTL1 inh -13%.
For O=C(c1ccccc1)N1CN2CN(C(=O)c3ccccc3)CC([N+](=O)[O-])(C2)C1 the results were Tau ThT inhib 4%, Tau FP inhib 1%, RECQ1 helicase 3%, TRb-SRC2 inh -1%, HTT ATP protect 34%[1.9 µM], TexasRed fluor 7%, Tau fluor counter -3% and L3MBTL1 inh 4%.

Only part of the results is shown; the hit share may differ from the screen's.
